# Source: PubChem (University of Kansas High Throughput Screening Laboratory)
# Pf apPOL inh = Pf-apPOL DNA polymerase inhibition; Recombinant Pf-apPOL, molecular beacon fluorescence, 1.5 h; inhibition, % at 10 µM; 210,000 tested, 0.25% active; AID 1794808
# mHTT CaM bind = mHTT-calmodulin interaction abrogation; P42858; AlphaScreen His-mHTT/GST-CaM binding, luminescence; inhibition, % at 15 µM; 190,000 tested, 3.6% active;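 also: 0% = both proteins with DMSO and 100% = one protein alone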
# Target sequence (P42858 whole entry, looked up, stated change not applied): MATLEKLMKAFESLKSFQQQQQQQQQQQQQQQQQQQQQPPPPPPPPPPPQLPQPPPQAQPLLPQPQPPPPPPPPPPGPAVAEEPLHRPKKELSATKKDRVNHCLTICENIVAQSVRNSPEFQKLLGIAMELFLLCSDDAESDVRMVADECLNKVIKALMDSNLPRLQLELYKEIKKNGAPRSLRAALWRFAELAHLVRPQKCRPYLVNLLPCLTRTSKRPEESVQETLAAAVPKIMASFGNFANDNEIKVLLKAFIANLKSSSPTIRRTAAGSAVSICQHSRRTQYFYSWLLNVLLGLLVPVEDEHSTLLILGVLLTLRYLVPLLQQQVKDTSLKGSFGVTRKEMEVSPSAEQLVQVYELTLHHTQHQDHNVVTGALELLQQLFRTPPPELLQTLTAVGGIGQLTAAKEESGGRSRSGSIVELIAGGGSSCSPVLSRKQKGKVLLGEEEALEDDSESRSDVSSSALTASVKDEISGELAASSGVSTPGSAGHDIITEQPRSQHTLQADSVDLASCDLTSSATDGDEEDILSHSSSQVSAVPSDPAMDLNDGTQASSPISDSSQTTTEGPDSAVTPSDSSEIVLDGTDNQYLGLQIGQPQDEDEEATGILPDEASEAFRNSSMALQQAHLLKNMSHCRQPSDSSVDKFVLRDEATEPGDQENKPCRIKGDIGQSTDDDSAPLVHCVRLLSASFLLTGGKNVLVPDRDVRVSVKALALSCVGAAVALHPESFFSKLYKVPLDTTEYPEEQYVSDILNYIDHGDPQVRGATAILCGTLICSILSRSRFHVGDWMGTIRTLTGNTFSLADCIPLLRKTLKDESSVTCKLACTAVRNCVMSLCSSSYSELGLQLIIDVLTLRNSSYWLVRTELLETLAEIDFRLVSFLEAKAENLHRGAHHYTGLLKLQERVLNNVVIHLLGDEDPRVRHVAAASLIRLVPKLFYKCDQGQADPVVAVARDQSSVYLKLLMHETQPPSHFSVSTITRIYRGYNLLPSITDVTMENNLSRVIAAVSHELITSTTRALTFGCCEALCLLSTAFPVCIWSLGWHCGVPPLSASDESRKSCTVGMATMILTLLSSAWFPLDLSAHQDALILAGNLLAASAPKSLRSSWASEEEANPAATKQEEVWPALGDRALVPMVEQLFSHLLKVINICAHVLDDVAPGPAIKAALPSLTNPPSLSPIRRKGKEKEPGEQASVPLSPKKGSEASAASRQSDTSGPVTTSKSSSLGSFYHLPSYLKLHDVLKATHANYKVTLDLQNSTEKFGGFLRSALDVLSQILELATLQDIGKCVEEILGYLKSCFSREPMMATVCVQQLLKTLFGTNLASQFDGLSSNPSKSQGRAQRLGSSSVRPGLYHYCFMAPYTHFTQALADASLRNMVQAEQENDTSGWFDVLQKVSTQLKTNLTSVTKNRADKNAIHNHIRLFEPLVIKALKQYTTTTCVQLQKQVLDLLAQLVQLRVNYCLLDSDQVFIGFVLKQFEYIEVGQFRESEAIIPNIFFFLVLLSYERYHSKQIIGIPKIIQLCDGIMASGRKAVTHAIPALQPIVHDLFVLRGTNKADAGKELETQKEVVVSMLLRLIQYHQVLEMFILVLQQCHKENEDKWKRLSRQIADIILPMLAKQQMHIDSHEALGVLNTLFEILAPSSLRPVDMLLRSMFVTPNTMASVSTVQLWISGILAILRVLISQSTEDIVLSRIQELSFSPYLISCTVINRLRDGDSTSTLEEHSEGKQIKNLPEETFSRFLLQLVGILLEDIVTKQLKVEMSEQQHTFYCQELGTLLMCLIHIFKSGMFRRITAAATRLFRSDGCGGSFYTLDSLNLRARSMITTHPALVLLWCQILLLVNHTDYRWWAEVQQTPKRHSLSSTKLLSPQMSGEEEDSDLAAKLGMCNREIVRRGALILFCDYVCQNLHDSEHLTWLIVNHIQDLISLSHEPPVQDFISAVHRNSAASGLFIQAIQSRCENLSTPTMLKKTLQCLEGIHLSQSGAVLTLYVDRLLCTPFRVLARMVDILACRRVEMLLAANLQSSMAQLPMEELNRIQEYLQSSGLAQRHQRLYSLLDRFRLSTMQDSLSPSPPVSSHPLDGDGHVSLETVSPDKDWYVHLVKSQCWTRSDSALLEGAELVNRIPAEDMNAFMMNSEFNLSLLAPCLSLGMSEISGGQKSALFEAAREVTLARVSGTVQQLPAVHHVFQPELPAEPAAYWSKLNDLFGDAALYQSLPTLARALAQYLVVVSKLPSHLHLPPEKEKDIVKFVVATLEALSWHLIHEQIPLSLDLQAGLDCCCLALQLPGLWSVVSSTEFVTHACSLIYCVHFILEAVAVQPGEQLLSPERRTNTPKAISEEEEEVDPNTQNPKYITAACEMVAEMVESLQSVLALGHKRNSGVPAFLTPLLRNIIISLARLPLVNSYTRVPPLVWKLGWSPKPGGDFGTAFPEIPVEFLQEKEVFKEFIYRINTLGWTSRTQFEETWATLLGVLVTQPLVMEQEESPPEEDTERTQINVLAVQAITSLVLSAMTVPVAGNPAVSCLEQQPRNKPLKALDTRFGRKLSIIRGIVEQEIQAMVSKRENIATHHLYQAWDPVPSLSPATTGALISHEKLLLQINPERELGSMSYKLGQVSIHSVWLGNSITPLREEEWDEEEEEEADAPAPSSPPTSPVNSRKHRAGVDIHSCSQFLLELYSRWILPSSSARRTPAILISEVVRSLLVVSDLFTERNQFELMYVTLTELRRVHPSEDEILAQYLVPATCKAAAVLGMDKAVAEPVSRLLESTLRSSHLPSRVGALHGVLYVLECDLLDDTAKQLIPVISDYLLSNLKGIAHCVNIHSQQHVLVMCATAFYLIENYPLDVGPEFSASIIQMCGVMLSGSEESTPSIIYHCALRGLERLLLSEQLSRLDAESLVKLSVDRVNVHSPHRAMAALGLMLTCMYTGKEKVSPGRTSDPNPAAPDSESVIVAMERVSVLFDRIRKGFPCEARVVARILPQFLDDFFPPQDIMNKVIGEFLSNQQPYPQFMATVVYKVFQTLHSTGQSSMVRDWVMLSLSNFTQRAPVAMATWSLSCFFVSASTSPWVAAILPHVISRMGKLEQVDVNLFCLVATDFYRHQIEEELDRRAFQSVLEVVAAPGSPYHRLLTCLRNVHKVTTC
# The depositor's hits bear a star; . = no result given; & = joins results of further samples. Rule as the data show it: active = inhibition above about 50%; inactive = the rest.
SMILES,Pf apPOL inh,mHTT CaM bind
Cn1nc(C(=O)Nc2cccc(F)c2)cc1C(=O)O,3,-2
CC(NCC(O)COCCOc1ccc(F)cc1)c1ccccc1 (centres undefined),9,-10
CC1CCN(C(=O)C(C2CCCC2)N2CCN(C(=O)c3ccc(F)cc3)CC2)CC1 (centres undefined),2,27
COC(=O)c1n[nH]nc1Cl,.,-4
COc1cc(CNC(=O)C2CC(=O)N(CCc3ccccc3)C2)cc(OC)c1 (centres undefined),-4,2
CCNC(=O)c1csc(COc2ccc(Cl)c(C)c2)n1,-10,14
O=C(c1ccccc1F)N1CCC(CCOc2ccccc2)CC1,-1,6
Cc1ccc(C)n1-c1ccc(-n2cnnn2)cc1,1,28
CSc1cccc2sc(NC(=O)CS(=O)(=O)Cc3ccccc3)nc12,-3,-1
O=C(NCc1cccc(C(F)(F)F)c1)C1CCN(c2cncnc2N2CCCC2)CC1,3,63*
CC(C)Cn1c(=O)c(N2CCN(C(=O)C(C)C)CC2)nc2ccccc21,-9,8
Cc1nn(-c2cc(N3CCCC3)ccc2[N+](=O)[O-])c(=O)c2ccccc12,-1,15
CCOC(=O)C1C(=O)C=C(c2ccc(C)cc2)CC1c1ccc([N+](=O)[O-])cc1 (centres undefined),-7,1
C#CC1(O)CCC2C3CCc4cc(O)ccc4C3CCC21C (centres undefined),1,0
COc1cccc(CN2CCCC2c2cc(C(C)C)on2)c1OC (centres undefined),0,-2
COc1ccc(N(CC(=O)Nc2ccccc2C)S(=O)(=O)c2ccc(OC)c(OC)c2)cc1,0,22
COc1cc(CN2CCN(c3ccc(F)cc3)CC2)c([N+](=O)[O-])cc1OC,26,23
COCCCNC(=O)CSc1nc2ccccc2c2nc(C)nn12,3,5
O=C(NC1CCCCCCC1)C1c2cccn2CC(=O)N1Cc1ccc2c(c1)OCO2 (centres undefined),0,0
CSC(N=CN(C)C)=NN=C(C)c1ccc(F)cc1,6&-5,.
Cc1ccccc1C(=O)Nc1ccc(N2CCCN(C(=O)C3CCCC3)CC2)nc1,-4,27
CSc1ccc(/C=C2\CCC(C3CCCC3)C2=O)cc1 (centres undefined),-2,-5
CC(C)C(=O)N1CCC2(CC1)CC(=O)c1ccccc1O2,2,-9
CC(C)Sc1ccc(CC(=O)NCC(C)(O)c2ccco2)cc1 (centres undefined),-5,-6
COC(=O)c1scc(NS(=O)(=O)c2cccc(C(F)(F)F)c2)c1C(=O)OC,-2,.

# Random excerpt: 3 compounds from above, in no set order.
SMILES,Pf apPOL inh,mHTT CaM bind
O=C(NC1CCCCCCC1)C1c2cccn2CC(=O)N1Cc1ccc2c(c1)OCO2 (centres undefined),0,0
Cc1ccc(C)n1-c1ccc(-n2cnnn2)cc1,1,28
Cn1nc(C(=O)Nc2cccc(F)c2)cc1C(=O)O,3,-2

# The list goes on:
SMILES,Pf apPOL inh,mHTT CaM bind
[Cl-].[Cl][Pt].[NH2-].[NH2-].c1ccncc1,7,.
CSc1cccc(NC(=O)N2CC3CCCN3c3ccccc32)c1 (centres undefined),-2,81*
CCc1ccc(N=c2oc3c(C)ncc(CO)c3cc2C(=O)Nc2ccc(F)cc2F)cc1,0,0
O=C(NCc1ccccc1)O[C@H]1CCC12CCC(c1ccccc1)CC2 (some centres undefined),-1,-9
O=C(CCSCc1cccc(Cl)c1)NCc1ccc(F)cc1Cl,-10,21
COc1ccc([C@H]2C[C@H](O)[C@@H](n3cc(C4CC4)nn3)CN2C(=O)c2cccs2)cc1,-1,19
COc1ccc2oc(=Nc3cccc(C(C)=O)c3)c(C(N)=O)cc2c1,2,25
CC(C)(C)C(=O)Nc1ncccc1C=C1C(=O)Nc2ccccc21,-2,.
Cc1ccc(CN2CC=CCS2(=O)=O)cc1,-8,10
CCN(CC)c1ccc(C=C2C(=O)OC(C)(C(C)(C)C)OC2=O)cc1 (centres undefined),8,7
Cc1ccc(S(=O)(=O)N(CC(=O)Nc2ccccc2F)c2ccccc2C)cc1,-5,82*
Cc1cccc(N2C(=O)C3C4C=CC(O4)C3C2=O)c1 (centres undefined),-10,-8
CCC(=O)NCCSc1c(-c2ccc(F)cc2)[nH]c2ccccc12,-5,4
O=C(CSc1ccncc1)OCc1cc(-c2ccc3c(c2)OCCO3)on1,2,8
CC(C)(C)c1cc(C(=O)Nc2ccc(Oc3c(Cl)cccc3Cl)nc2)n(Cc2ccccc2)n1,2,.
Cc1cc2c(cc1C)NC(CC(=O)Nc1ccc(I)cc1C)C(=O)N2 (centres undefined),1,1
O=C(Nc1ccccc1)c1cc([N+](=O)[O-])ccc1Cl,9,.
O=C(Cc1ccc(NC(=O)C23CC4CC(CC(C4)C2)C3)cc1)N1CCCC1,-4,-1
CC1(C(=O)NCc2ccccc2)CCC(=O)N1CCc1ccc(Cl)cc1 (centres undefined),1,-7
COc1cccc(-c2cc(C3CCN(C(=O)Nc4ccccc4F)CC3)[nH]n2)c1,-1,18
CCCCCC(=O)Nc1ccc(S(=O)(=O)Nc2cc(OC)nc(OC)n2)cc1,0,-3
Cc1cc(Cl)ccc1OCC(=O)Nc1c(C)n(C)n(-c2ccccc2)c1=O,-2,4
CN(CCNC(=O)C1CCN(c2nc3cccnc3s2)CC1)Cc1ccccc1,-7,-12
O=c1c2c(nc3cc(-c4ccco4)[nH]n13)CCC2,1,-4
COc1cc(/C=C2\NC(=O)N(Cc3ccc(Cl)cc3)C2=O)ccc1O,2,4
# Other results.
SMILES,Pf apPOL inh,mHTT CaM bind
Cc1c(NC(=O)CCCn2cnc(-c3ccccc3)cc2=O)c(=O)n(-c2ccccc2)n1C,-7,-4
CC(=O)Nc1nc2n(n1)C(c1ccccc1)C=C(C)N2 (centres undefined),2,4
N#Cc1nc(CNc2ccccc2)oc1Nc1ccccc1,0,18
Cc1ccc([N+](=O)[O-])cc1NC(=O)c1cccc(S(=O)(=O)N2CCCCC2)c1,-4,0
CC(NC(c1ccccc1)(c1ccccc1)c1ccccc1)C(=O)O (centres undefined),-3,4
Cc1ccccc1C1=N/C(=C\c2cccc(Br)c2)C(=O)O1,7,-4
Cn1cc(-c2ccncc2)cc1C(=O)N1CCC(N2CCCCC2)CC1,-2,-8
NC(=O)c1cc2[nH]c3ccccc3c2[n+](-c2ccc([N+](=O)[O-])cc2)c1N,-3,2
NC(C(=O)O)C12CC3CC(CC(Br)(C3)C1)C2 (centres undefined),-4,-1
Cn1c(O)c(C=NCc2ccco2)c(=O)n(C)c1=S,.,-5
CCCCOc1ccc(C(=O)NCc2ccc(OC)cc2)cc1,3,-6
Cc1ccc(C)c(S(=O)(=O)NC(=O)C(C)O)c1 (centres undefined),0&1,-5&-2
CCOc1ccc2oc(-c3ccccc3)c(C(=O)N3CCOCC3)c2c1,-2,1
OCCN1CCN(CCCN2c3ccccc3C=Cc3ccccc32)CC1,10,.
O=C(O)c1sc2cc(F)ccc2c1Cl,-14,0
CCN(Cc1ccccc1)S(=O)(=O)c1ccc(C(=O)Nc2nnc(C)o2)cc1,-16,74*
COc1c(S(=O)(=O)N2CCN(C34CC5CC(CC(C5)C3)C4)CC2)ccc(Cl)c1Cl,-3,0
CCc1ccc(NC(=Nc2nc(C)cc(C)n2)NC(C)=O)cc1,-5,3
Cc1ccc(NC(=O)C(=O)NCC2CCN(S(C)(=O)=O)CC2)cc1N1CCCC1=O,-7,-12
O=C1C(=Cc2ccccc2)Oc2c1ccc(O)c2CN1CCOCC1,-12,-1
CCC(=O)c1ccc(Oc2nnc(-c3ccccc3)c3ccccc23)cc1,0,-1
O=C(COc1ccc(Cl)cc1Cl)Nc1cc(-c2ccccc2)nn1CCO,-5,-7
Cc1ccc(C2CC(C(F)(F)F)n3nc(C(=O)NCc4cccs4)cc3N2)cc1 (centres undefined),-1,2
Cc1ccc(C)c(C(=O)NCc2ccc(-n3ccnc3)cc2)c1,2,9
COc1ccc(S(=O)(=O)N(CC(=O)Nc2ccc(OC)cc2OC)c2ccc(C)cc2)cc1,-8,12

# Full records, quoted from the list. Order of screens: Pf apPOL inh	mHTT CaM bind
# Results for `COc1ccc2oc(=Nc3cccc(C(C)=O)c3)c(C(N)=O)cc2c1` = 2	25
# Results for `CC(C)Sc1ccc(CC(=O)NCC(C)(O)c2ccco2)cc1` (centres undefined) = -5	-6
# Results for `O=C(NCc1ccccc1)O[C@H]1CCC12CCC(c1ccccc1)CC2` (some centres undefined) = -1	-9
# Results for `COc1ccc(S(=O)(=O)N(CC(=O)Nc2ccc(OC)cc2OC)c2ccc(C)cc2)cc1` = -8	12

# Given with values under each structure: five of the compounds above.
# Every second line gives: Pf apPOL inh, mHTT CaM bind
> CCC(=O)c1ccc(Oc2nnc(-c3ccccc3)c3ccccc23)cc1
  0, -1
> O=C(COc1ccc(Cl)cc1Cl)Nc1cc(-c2ccccc2)nn1CCO
  -5, -7
> Cc1ccc(C2CC(C(F)(F)F)n3nc(C(=O)NCc4cccs4)cc3N2)cc1 (centres undefined)
  -1, 2
> Cc1ccc(C)c(C(=O)NCc2ccc(-n3ccnc3)cc2)c1
  2, 9
> COc1ccc(S(=O)(=O)N(CC(=O)Nc2ccc(OC)cc2OC)c2ccc(C)cc2)cc1
  -8, 12

# (further entries)
SMILES,Pf apPOL inh,mHTT CaM bind
Cc1cc(C(=O)NCc2ccc3c(c2)OCO3)c(C)n1CCN(C)C,1,9
CC(C)C(=O)Nc1cc2c(cc1C(=O)c1ccccc1Cl)OCCO2,-1,5
Cc1ccc(N=C2SC(CC(=O)NCc3ccccc3)C(=O)N2C)cc1 (centres undefined),-2,-4
Cc1cc(N2C(=O)CSC2c2cccc([N+](=O)[O-])c2)ccc1Br (centres undefined),-8,10
Cc1cc(I)ccc1NC(=O)C1C2CCC(C2)C1C(=O)O (centres undefined),2,0
O=C(CCCCn1c(=O)[nH]c2ccccc2c1=O)NCCSCc1ccccc1,-7,-4
Cc1nc2c(sc3cc([N+](=O)[O-])cc(SCc4ccccc4)c32)c(=O)n1C,0,-1
CCCn1cnnc1C1CCN(C(=O)Cc2ccccc2OC)CC1,-2,-1
CCOc1ccc2cc(C3=NN(C(=O)CCC(=O)O)C(c4ccc(C)cc4)C3)c(=O)[nH]c2c1 (centres undefined),-2,7
O=C(Nc1ccc(N2CCCN(Cc3cccnc3)CC2)nc1)c1ccccc1F,-2,10
CCOC(=O)c1cccc(NC(=O)Cn2nc3c(cc2=O)CC(C)CC3)c1 (centres undefined),-1,-1
CC1CC(C)CN(S(=O)(=O)N2CCCC(C(=O)NCc3ccc(F)cc3)C2)C1 (centres undefined),-14,14
CCn1cc(C2=CCN(S(=O)(=O)c3ccc(F)cc3)CC2)c2cccnc21,-5,9
N=C1S/C(=C\c2cc3c(cc2Br)OCO3)C(=O)N1c1ccc2c(c1)OCO2,-5,6
O=C(Nc1ccc(O)c(-c2nc3ccccc3s2)c1)c1cccnc1,-2,23
COc1ccc(-n2ccnc2SCC(=O)Nc2ccc(OC(F)(F)F)cc2)cc1,11,11
O=C(NCc1ccco1)c1cc2n(n1)C(C(F)(F)F)CC(c1ccc(Cl)cc1)N2 (centres undefined),-3,6
O=c1oc2ccccc2cc1-c1nc(-c2ccc(Cl)cc2)cs1,3,-6
CN(C)CCNC(=O)C12CC3CC(C1)CC(c1ccccc1)(C3)C2,-2,14
O=C(Nc1ccccc1Cl)NC1CCCCC1,-3,-2
CCCOc1ccc(CC(CC(=O)O)(C(=O)O)C(=O)O)cc1,-7,-2

# This is a subset. The share of hits here may be higher or lower than overall.
